Source: PubChem (several laboratories)
CHRM1 antagonist: antagonists of human M1 muscarinic receptor | P11229 | CHO-K1 hM1, Fluo-8 calcium fluorescence, ACh EC80 antagonist | inhibition, % at 3 µM | 1.3% of 360,000 active | AID 588852;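 active means percent inhibition above its own plate's cutoff, namely the mean of that plate's compound wells plus 3 SD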;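 further: peak over basal fluorescence ratio during 140 s after agonist addition; 0% = ACh EC80 plus DMSO and 100% = DMSO alone without agonist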
CHRM5 PAM: positive allosteric modulators of human muscarinic M5 receptor; P08912; CHO-K1 hM5, Fluo-8 calcium, ACh EC20 PAM; 0% = ACh EC20, 100% = ACh EC100; activation, % at 3 µM; 0.3% of 360,000 active;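 active means activation above the run cutoff, the mean activation of all test compounds plus 3 SD, cut at about 18% in these data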
Target sequence (P08912 whole entry, looked up): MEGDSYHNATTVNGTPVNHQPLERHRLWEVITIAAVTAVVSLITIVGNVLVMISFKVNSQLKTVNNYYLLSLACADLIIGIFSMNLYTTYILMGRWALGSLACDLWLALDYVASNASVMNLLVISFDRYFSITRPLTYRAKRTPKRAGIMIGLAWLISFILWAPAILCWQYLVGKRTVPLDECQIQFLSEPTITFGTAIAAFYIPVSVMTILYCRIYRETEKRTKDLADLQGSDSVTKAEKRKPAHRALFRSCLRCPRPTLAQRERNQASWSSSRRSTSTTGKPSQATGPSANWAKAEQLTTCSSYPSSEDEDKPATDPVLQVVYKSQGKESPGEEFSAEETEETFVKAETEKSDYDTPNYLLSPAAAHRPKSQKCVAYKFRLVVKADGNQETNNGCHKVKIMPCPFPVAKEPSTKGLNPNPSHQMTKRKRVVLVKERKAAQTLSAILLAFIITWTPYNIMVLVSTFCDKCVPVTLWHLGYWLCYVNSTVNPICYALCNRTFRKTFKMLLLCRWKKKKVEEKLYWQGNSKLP
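Assay system: CHO-K1 hM5 cells. Also added: acetylcholine at EC20 concentration, added after compound. Dosing: 3 µM, single dose. Times: compound preincubation 140 s before EC20 acetylcholine addition. Signal: Fluo-8 calcium fluorescence. Measure: % activation relative to EC20 and EC100 ACh responses. Repeats: singlicate, one well per test compound.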
CRFR2-BP ag: CRF-BP/CRF-R2 complex agonism | HEK293 CRF-R2/CRF-BP, calcium dye fluorescence (FLIPR); percent of saturating CRF peptide response | activation, % at 13.2 µM | 0.46% of 350,000 active | AID 588473;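 active means activation of at least 50%, plus an integration ratio under a set limit after plate pattern correction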;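 further: plate controls were neutral control wells without compound for no effect and CRF at EC100 for full effect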
M5 antag: CHRM5 antagonism in calcium assay; P08912; CHO-hM5 cells, Fluo-8 calcium fluorescence, ACh EC80; inhibition, % at 3 µM; 0.59% of 360,000 active; AID 624040;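 active means inhibition above a per-plate cutoff, the mean of that plate's test compounds plus 3 SD, cut at about 27% in these data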;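 further: 0% = acetylcholine EC80 with DMSO and 100% = DMSO without agonist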
CHRM1 PAM: positive allosteric modulators of human M1 muscarinic receptor; P11229; 0.088% of 360,000 active; activation, % at 3 µM; CHO-K1 hM1, Fluo-8 calcium fluorescence, ACh EC20; 0% = ACh EC20, 100% = maximal ACh; in the data active means activation above about 19%, passing the limit was not always enough
M4 PAM: potentiates acetylcholine response at human M4 receptor. P08173. CHO-K1 hM4/Gqi5, Fluo-8 calcium fluorescence, ACh EC20; 0% = ACh EC20, 100% = maximal ACh. activation, % at 3 µM. 0.4% of 360,000 active;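 active means activation above its plate's cutoff, the mean activation of sample wells plus 3 SD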; further: some results filed as inactive read as strong as hits
Target sequence (P08173 whole entry, looked up): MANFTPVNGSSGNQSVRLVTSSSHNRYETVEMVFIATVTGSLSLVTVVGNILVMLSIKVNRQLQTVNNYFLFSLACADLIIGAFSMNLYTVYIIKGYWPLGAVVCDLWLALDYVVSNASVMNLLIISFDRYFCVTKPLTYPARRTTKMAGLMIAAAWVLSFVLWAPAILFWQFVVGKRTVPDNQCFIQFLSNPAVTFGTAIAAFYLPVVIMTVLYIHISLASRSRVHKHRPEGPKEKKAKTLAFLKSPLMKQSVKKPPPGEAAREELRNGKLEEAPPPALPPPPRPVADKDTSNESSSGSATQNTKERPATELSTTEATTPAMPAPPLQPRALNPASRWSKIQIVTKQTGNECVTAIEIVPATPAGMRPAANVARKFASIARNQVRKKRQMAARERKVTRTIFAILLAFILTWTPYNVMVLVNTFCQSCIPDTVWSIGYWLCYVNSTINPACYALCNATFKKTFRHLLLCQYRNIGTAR
M4 ag: CHRM4 agonism in calcium assay; 0.14% of 360,000 active; CHO-K1 hM4/Gqi5, Fluo-8 calcium fluorescence; vehicle 0%, full acetylcholine response 100%; AID 624127; activation, % at 3 µM; P08173;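 active means activation above the run mean over all test wells plus 3 SD, cut at about 32% in these data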;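 further: peak over basal fluorescence ratio per well then scaled between controls; 0% = DMSO wells and 100% = acetylcholine at EC100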
M5 ag: CHRM5 agonism in calcium assay | P08912 | activation, % at 3 µM | CHO-K1 hM5 cells, Fluo-8 calcium fluorescence; 0% DMSO wells, 100% maximal acetylcholine response | 0.19% of 360,000 active;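 active means activation above the run's mean over test compounds plus 3 SD, cut at about 23% in these data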;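 further: signal is peak over basal fluorescence ratio across the kinetic read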
M4 antag: CHRM4 antagonism in calcium assay. P08173. CHO-hM4 cells, ACh EC80, Fluo-8 calcium fluorescence. inhibition, % at 3 µM. 0.73% of 360,000 active. AID 624125;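 active means inhibition above its plate's cutoff, the mean inhibition of sample wells plus 3 SD, cut at about 27% in these data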;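 further: 0% = acetylcholine EC80 with DMSO and 100% = DMSO without agonist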
* marks the source's active call; other numbers are inactive results; · = no result given.

SMILES	CHRM1 antagonist	CHRM5 PAM	CRFR2-BP ag	M5 antag	CHRM1 PAM	M4 PAM	M4 ag	M5 ag	M4 antag
Cc1ccccc1OCc1nc(-c2ccc(-n3cccc3)cc2)no1	-12	-4	2.8	-4	6	7	1	0	-9
CC(C)Nc1nc(NCCOc2ccccc2Cl)c2sccc2n1	21	-11	·	13	-18	-13	10	0	22
O=C(Nc1c2c(nn1-c1cccc(Cl)c1)CS(=O)C2)c1ccc2c(c1)OCO2 (stereo unspecified)	1	-1	-1.2	10	3	-2	2	-3	0
CC1CCCCC1NC(=O)C1CCN(C(=O)c2sccc2-n2cccc2)CC1 (stereo unspecified)	-9	4	-8.4	-4	6	-4	3	2	12
CN1CCN(c2ccc(S(=O)(=O)N3CCCCC3)cc2NC(=O)COc2cccc(Cl)c2)CC1	22	-1	0.8	5	-4	-4	2	0	0
O=C(CCC(=O)c1cccs1)NCc1cccc(C(F)(F)F)c1	-2	5	-4.7	4	4	4	1	2	0
CN(CC(=O)Nc1ccc(N2CCOCC2)cc1)C(=O)c1cccc(Cl)c1Cl	-16	-7	0.1	9	7	10	2	1	-16
CC(C)CCNC1=NCCCCC1	18	1	-0.4	-6	-8	-5	1	-6	13
CCOc1ccc(Cl)cc1-c1cc(C(=O)Nc2ccc(Br)cc2)[nH]n1	-3	-3	·	14	-3	-1	0	0	-1
COC(=O)c1ccc(NC(=S)N2CCN(Cc3ccc(Cl)cc3)CC2)cc1	1	-8	0.3	23	-1	-8	8	-2	5
O=C(NC(C(=O)N/N=C/c1ccccn1)c1n[nH]c(=O)c2ccccc12)c1ccccc1 (stereo unspecified)	-19	4	-0.5	-2	12	-5	2	6	3
CCOC(=O)c1ccc2nc(NC(=O)C(C)C)sc2c1	12	-5	-0.9	-1	-8	-2	0	1	-9
Cc1cc([N+](=O)[O-])ccc1N=Nc1c(N)[nH]n(-c2ccccc2)c1=O	-3	0	0.3	2	9	10	0	1	-9
COc1cc(C#N)ccc1OC(=O)Cc1cc(OC)c(OC)c(OC)c1	-13	-1	-2.2	16	10	-3	1	-2	6
COc1cccc(/C=N/NC(=O)CCc2c(C)n[nH]c2C)c1	-4	-3	-1.0	-1	5	-1	0	1	0
CC(C)CCNC(=S)Nc1ccc(F)cc1	-27	-4	3.8	-4	-2	8	3	0	-4
O=C1CCC(=O)N1CC1CC2CCC1C2 (stereo unspecified)	-3	0	-0.8	-6	2	9	1	-4	-24
CCOC(=O)c1ccc(OCc2c(C)noc2C)cc1	-6	-2	1.5	-5	4	1	0	-9	-5
COc1ccc(C(=O)NNC(=O)c2cc3ccccc3cc2O)cc1	-14	-5	0.8	7	6	1	4	1	-11
Cc1cccc(C(=O)Nc2cc(S(=O)(=O)N3CCOCC3)ccc2N2CCCCC2)c1	6	-10	0.2	8	-5	-5	5	-2	1
COc1ccc(Nc2nc(-c3ccc(OC)cc3)cs2)cc1	-6	-2	0.0	7	6	-3	-1	1	-3
CCCCn1cnc2c(SCc3cccc(F)c3)nc(N)nc21	-9	2	-3.4	6	4	7	4	-1	-5
C=CCNC(=O)c1ccc2nc(-c3ccccc3)c(-c3ccccc3)nc2c1	16	-31	-0.7	3	-6	-8	8	-7	4
Cn1c(SCC(=O)Nc2ccc(C(N)=O)cc2)nnc1-c1cccs1	6	1	0.1	-9	2	3	2	-3	-13
Cc1ccc2nc(N3CCOCC3)c3nncn3c2c1	-12	2	-1.5	-3	8	3	1	3	-1

Brought forward from above: 4 compounds; new compounds follow.
SMILES	CHRM1 antagonist	CHRM5 PAM	CRFR2-BP ag	M5 antag	CHRM1 PAM	M4 PAM	M4 ag	M5 ag	M4 antag
CCCCn1cnc2c(SCc3cccc(F)c3)nc(N)nc21	-9	2	-3.4	6	4	7	4	-1	-5
C=CCNC(=O)c1ccc2nc(-c3ccccc3)c(-c3ccccc3)nc2c1	16	-31	-0.7	3	-6	-8	8	-7	4
Cn1c(SCC(=O)Nc2ccc(C(N)=O)cc2)nnc1-c1cccs1	6	1	0.1	-9	2	3	2	-3	-13
Cc1ccc2nc(N3CCOCC3)c3nncn3c2c1	-12	2	-1.5	-3	8	3	1	3	-1
O=C(C1CCCN1C(=O)c1cccs1)N1CCc2ccccc21 (stereo unspecified)	-4	6	-3.5	-9	1	0	0	-6	-9
C=CCNC(=S)N/N=C/c1ccc(-c2ccc(Br)cc2)o1	-8	12	-2.1	-15	10	18	0	-1	-5
Cc1ccc(C)c(S(=O)(=O)N2CC(=O)Nc3ccccc32)c1	-9	2	-1.2	-2	8	-5	1	1	3
CC(C(=O)NC(C)(C)C)n1c(-c2ccccc2)nc2ccccc21 (stereo unspecified)	·	-5	·	12	·	6	1	-3	0
CC(C)Sc1nc2ccsc2c(=O)[nH]1	-5	1	-4.1	1	5	-2	1	1	3
CCOC(=O)[C@@H]1[C@H]2COc3cc(OC)ccc3[C@H]2N2C(=O)N(c3ccc(F)cc3)C(=O)[C@]12C	-1	-6	1.7	17	0	-2	0	-2	-1
COc1ccc(CNC(=O)c2cc(S(=O)(=O)N3CCOCC3)cn2C)cc1	-23	8	6.8	-13	17	14	1	0	-18
Cc1c(/C=N/NC(=O)C(NC(=O)c2ccc3c(c2)OCO3)C(C)C)c2ccccc2n1C (stereo unspecified)	-20	-2	96*	-13	9	10	-3	-8	-21
Cc1ccc2c(c1)C(=O)N(CCCCO)C2=O	-17	-2	0.2	12	15	21	1	2	-14
N#Cc1ccc(Cl)cc1NC(=O)CNCc1cccs1	-10	-1	0.6	0	4	-2	0	0	10
CC(C)(C)OC(=O)CC[C@@H](C(=O)NCCCCCCCCCCC(=O)N1CCN(C(=O)OC(C)(C)C)CC1)n1cc(CCCCCNC(=O)OC(C)(C)C)nn1	-5	8	5.5	-13	20	14	4	6	-11
Cc1ccc(OCC(=O)OC2CCCN(C)C2)cc1 (stereo unspecified)	-14	4	-1.8	-19	10	6	1	-11	-12
CC(C)CC(C(=O)NCc1ccccn1)N1C(=O)c2ccccc2C1=O (stereo unspecified)	-7	3	3.2	-7	-1	-1	1	-6	-11
Cc1nc2c(cnn2-c2ccccc2Cl)c(=O)n1-c1ccc(N2CCC(C)CC2)cc1	-7	12	0.8	1	6	-2	1	-6	6
CCN(CC)S(=O)(=O)c1ccc(OC)c(NC(=O)CCc2c(C)noc2C)c1	0	1	-0.4	-2	1	3	0	-1	0
NC(=O)CSc1cn(Cc2ccc(F)cc2)c2ccccc12	-12	0	-1.7	-2	7	-2	3	4	-10
CC(=O)Nc1cc(-c2cccc(C(=O)NCCO)c2)cn2c(-c3ccc(F)c(Cl)c3)cnc12	5	-6	·	13	15	-5	2	0	1
COC(=O)c1ccc(CSc2nnc3sc4ccccc4n23)o1	7	-4	3.3	5	-1	-6	1	-1	2
CCOc1ccc(N2CC(C(=O)Nc3cccnc3)CC2=O)cc1 (stereo unspecified)	20	3	-0.8	1	-6	1	0	-3	4
O=NN(CCCl)C(=O)NCCc1cccc[n+]1[O-]	-18	0	-0.3	-5	10	10	0	0	-12
Nc1nc(NCc2ccco2)nc(Nc2cccc(F)c2)c1[N+](=O)[O-]	-13	6	-0.3	0	11	-2	0	3	0
CCCCN(CC)CCCNC(=O)c1cn(-c2ccc(OC)cc2)c(=O)c2ccccc12	3	1	5.0	-2	-1	4	1	-5	-1
Cc1nc2sc(C(c3ccco3)N3CCN(c4ccccc4)CC3)c(O)n2n1 (stereo unspecified)	-11	4	-1.3	-9	6	3	0	0	-3
CC1(C)CN2C(=O)c3ccccc3C2(C)S1 (stereo unspecified)	-5	-3	-0.1	-1	6	-2	0	-2	1
Cc1nc(-c2ccc3c(c2)CCC(=O)N3)cs1	8	-14	-2.8	16	-1	-24	9	1	-4

Going on with the list:
SMILES	CHRM1 antagonist	CHRM5 PAM	CRFR2-BP ag	M5 antag	CHRM1 PAM	M4 PAM	M4 ag	M5 ag	M4 antag
O=C1c2ccccc2C(=O)N1CCN1CCc2ccccc21	-6	-8	-2.4	7	-1	-23	2	-4	14
OCC[C@H]1C[C@@H](O)[C@H](O)[C@@]2(OCCc3ccccc32)O1	-3	-3	-1.3	15	6	5	1	3	10
Clc1ccc(CSc2nnc(-c3sccc3-n3cccc3)o2)cc1	-29	-2	1.8	7	5	-2	0	-3	-5
Cc1cc(NC(=O)c2ccc3c(c2)OCO3)ccc1NC(=O)c1ccccc1	-11	1	-0.9	3	9	-2	2	-3	-2
CCn1c(C)nc2cc(C(=O)OC(C(F)(F)C(F)F)C(F)(F)C(F)F)ccc21	29*	-15	0.8	39*	-12	-22	15	5	25
CCCC(C)NCC(=O)Nc1ccccc1-c1ccccc1 (stereo unspecified)	-3	-6	-1.7	-3	4	11	0	-6	-5
Cc1ccc(CC(=O)N(C)CC(=O)Nc2ccc(N3CCOCC3)cc2)cc1C	4	0	0.3	3	-1	2	2	1	-4
Cc1c(Br)cc(C(=O)NCc2ccco2)c(C)c1C	-16	1	-1.2	-3	-4	-1	1	-10	8
CC1(C)NS(=O)(=O)Oc2ccccc21	15	-2	-0.1	14	-9	-3	0	0	13
C=CCNC(=O)CN1CCC(c2nc3cc(C)c(C)cc3[nH]2)CC1	-10	1	-0.6	1	0	0	1	-1	-8
COc1ccc(CCNC(=O)c2cnccn2)cc1	0	8	4.2	-8	1	7	1	-1	-16
O=C1N(Cc2ccccc2F)c2ccccc2C12OCCCO2	-1	1	-2.4	-2	8	0	-2	-9	0
CC(C)N(Cc1ccccc1)C(=O)CN1c2cccc3cccc(c23)S1(=O)=O	-14	-9	-2.8	9	-2	-3	6	1	-2
Cc1ccc(Cl)cc1NS(=O)(=O)c1ccc2oc(=O)ccc2c1	-5	-4	0.7	-3	1	-12	7	5	2
CCCc1nn(C)c2c(=O)[nH]c(-c3cc(S(=O)(=O)N(CCO)CCO)ccc3OCC)nc12	-12	6	3.0	-4	9	-19	2	2	25
COCCNc1nc(CSc2ccccc2)nc2sc(C)c(C)c12	10	-3	-0.2	7	-7	9	1	-5	-3
Cc1ccc(C)c(NC(=O)CN(C)C(=O)Cc2ccc(Cl)cc2Cl)c1	-7	4	-0.3	7	7	-1	-1	-4	5
COc1ccc(CN2CN(C3CCCC3)CSC2=S)cc1	-3	4	-2.7	4	4	2	0	2	-1
COc1ccccc1N1CCN(S(=O)(=O)c2cccc3nsnc23)CC1	-3	4	-7.3	-10	3	8	1	-1	9
C(=N\Nc1nncc2ccccc12)/c1ccccc1	-4	2	-1.3	11	1	8	1	-2	-10
CCOC(=O)CSc1nnc(-c2cccnc2)n1Cc1ccccc1	-24	-2	-0.6	-4	-1	3	1	0	-14
COC(=O)C1CCN(C(=O)Cc2c(OC)ccc3cc(Br)ccc23)CC1	-1	-11	0.0	17	5	-20	1	-14	14
CCOC(=O)C1(C)CCCN(C(=O)c2c(F)cccc2F)C1 (stereo unspecified)	-1	3	·	-7	0	-1	1	0	-11
COc1cccc(N(CC(=O)NC(C)c2ccccc2)S(C)(=O)=O)c1 (stereo unspecified)	-3	3	-2.0	-1	6	-2	1	0	7
COc1ccc(CN(C)C(=O)[C@H](Cc2ccccc2)NC(=O)c2ccco2)c(OC)c1	27	-12	0.1	15	-12	-7	21	6	0
O=C(CCC1COc2ccccc2O1)NCC1COc2ccccc2O1 (stereo unspecified)	-39	2	2.8	-3	6	2	6	-3	-16
